SR-BI HDL uptake = inhibitors of SR-BI mediated HDL lipid uptake, primary screen, ldlA[mSR-BI] cells, fluorescence, single point; Scavenger receptor class B member 1 (Mus musculus), Q61009; ldlA[mSR-BI] CHO cells, DiI-HDL uptake fluorescence, 3 h; inhibition, % at 12.5 µM; hit rate 0.96% among 320,000; AID 488896, 2010;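 active = mean replicate inhibition of at least 70% and a set share of replicates each scoring 70 or more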;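 also: 0% = median of neutral control wells and 100% = median of positive control wells; values of inactives mirror those of a sister screen read the other way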
DAGLB inhibitor = DAGLB lipase inhibitors, primary screen, biochemical, fluorescence, HTS. hit rate 0.059% among 340,000. HEK293T DAGLB membrane lysate, EnzChek fluorogenic substrate. AID 504411, 2011. inhibition, % at 5.17 µM; in the data active = inhibition above about 34%;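 also: 0% = enzyme with vehicle and 100% = wells lacking enzyme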
PvdQ acylase = P. aeruginosa PvdQ acylase inhibitors, primary screen, biochemical, fluorescence, plate reader and imaging, single point | PvdQ acylase [Pseudomonas aeruginosa LESB58] | purified PvdQ acylase | inhibition, % at 10 µM | hit rate 0.063% among 340,000; in the data active = inhibition above about 30%, passing the limit was not always enough;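 also: 0% = vehicle neutral wells and 100% = reference inhibitor wells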
LANA DNA inh = inhibitors of KSHV C-LANA binding to DNA, primary screen, biochemical, fluorescence polarization, FAM-LBS DNA, MBP-C-LANA, single point. Kaposi's sarcoma herpesvirus LANA C-terminal domain (residues 932-1162) DNA binding. AID 504423, 2011. inhibition, % at 9 µM. hit rate 0.078% among 340,000;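 active = highest replicate inhibition at or above 60% at 9 µM, even if other replicates fall short; inactive = all replicates below 60% inhibition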;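 also: 0% = neutral control wells and 100% = 4 µM acridine orange control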
RTF Ca sens inh = cardiac RTF calcium sensitivity inhibitors, primary screen, biochemical, IANBD-TnC fluorescence, EC70 calcium. IANBD-labeled cardiac RTF, Ca2+ fluorescence. inhibition, % at 7.15 µM. hit rate 0.12% among 340,000. AID 493244, 2011;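 active = inhibition above the mean inhibition of all tested compounds plus 3 SD, cut at about 17% in these data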;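 also: assay run at fixed EC70 calcium of 1.6 mM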
Arr AP2 block = inhibitors of beta-arrestin/AP2 binding, primary screen, biochemical, GPCR trafficking, flow cytometry; beta-arrestin 1 C-terminal peptide binding to AP2 beta2-adaptin appendage (human); FITC-arrestin peptide / GST-AP2 beads; AP2 beta2 appendage carries R879A mutation; inhibition, % at 10 µM; hit rate 0.31% among 340,000; AID 504490, 2011;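 active = inhibition above a set limit, near 3 SD of compounds lacking own fluorescence, cut at about 54% in these data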;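 also: plate controls were DMSO wells for no effect and 5 µM unlabelled arrestin peptide for full effect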
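system = GST-tagged AP2 beta2-adaptin appendage (R879A) on 4 µm glutathione beads | reagent = FITC-labelled arrestin peptide probe, 50 nM final | schedule = compound with beads 12 min RT, then probe 1 h RT | signal = HyperCyt-sampled flow cytometry, FL1 channel, ex 488/em 535 nm | read-out = percent response from loss of bead-bound FITC fluorescence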
NSD2 HMT inh = NSD2 histone methyltransferase inhibitors, primary screen, biochemical, AlphaScreen, single concentration, set 2. hit rate 0.54% among 310,000. inhibition, % at 12.5 µM. Histone-lysine N-methyltransferase NSD2 (Homo sapiens), O96028. NSD2 peptide methylation, 120 min. AID 743445, 2014; in the data active = inhibition above about 50%
PKA-R2B activ = activators of PKA-R2B holoenzyme, primary screen, biochemical, fluorescence polarization, Cy5-IP20, human; activation, % at 11.4 µM; PKA-R2B holoenzyme dissociation; R2B truncated from residue 108, S112A mutant; 0% DMSO only, 100% 113 µM cGMP; hit rate 0.079% among 340,000; AID 504700, 2011;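 active = activation above a cutoff set at the mean over all compounds plus 3 SD, cut at about 18% in these data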;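 also: higher means more holoenzyme dissociation and a rise in polarization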
Target sequence (P31323 whole entry, looked up, other chains not shown, the tested form may be a part): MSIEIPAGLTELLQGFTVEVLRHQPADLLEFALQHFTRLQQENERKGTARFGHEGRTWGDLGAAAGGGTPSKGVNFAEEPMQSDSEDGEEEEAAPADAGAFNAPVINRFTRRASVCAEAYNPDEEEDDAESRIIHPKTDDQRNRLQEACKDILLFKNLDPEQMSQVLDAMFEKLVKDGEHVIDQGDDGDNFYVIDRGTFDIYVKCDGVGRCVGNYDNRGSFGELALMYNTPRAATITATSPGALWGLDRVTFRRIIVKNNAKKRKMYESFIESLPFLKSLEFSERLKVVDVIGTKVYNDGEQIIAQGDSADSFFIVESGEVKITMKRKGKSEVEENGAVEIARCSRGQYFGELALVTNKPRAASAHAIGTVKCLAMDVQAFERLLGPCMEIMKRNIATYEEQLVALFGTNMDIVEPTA
Keap1 Nrf2 FP = Keap1-Nrf2 protein-protein interaction inhibitors, primary screen, biochemical, fluorescence polarization, single point; Keap1 Kelch-Nrf2 peptide fluorescence polarization, 1536-well; inhibition, % at 9.4 µM; hit rate 0.15% among 340,000; in the data active = inhibition above about 12%;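 also: human Keap1 Kelch domain with fluorescein labeled Nrf2 9mer peptide probe; 0% = neutral control wells and 100% = peptide positive control; higher means more block of Keap1 binding to Nrf2 peptide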
Target sequence (Q14145 whole entry, looked up, the tested form may be a part): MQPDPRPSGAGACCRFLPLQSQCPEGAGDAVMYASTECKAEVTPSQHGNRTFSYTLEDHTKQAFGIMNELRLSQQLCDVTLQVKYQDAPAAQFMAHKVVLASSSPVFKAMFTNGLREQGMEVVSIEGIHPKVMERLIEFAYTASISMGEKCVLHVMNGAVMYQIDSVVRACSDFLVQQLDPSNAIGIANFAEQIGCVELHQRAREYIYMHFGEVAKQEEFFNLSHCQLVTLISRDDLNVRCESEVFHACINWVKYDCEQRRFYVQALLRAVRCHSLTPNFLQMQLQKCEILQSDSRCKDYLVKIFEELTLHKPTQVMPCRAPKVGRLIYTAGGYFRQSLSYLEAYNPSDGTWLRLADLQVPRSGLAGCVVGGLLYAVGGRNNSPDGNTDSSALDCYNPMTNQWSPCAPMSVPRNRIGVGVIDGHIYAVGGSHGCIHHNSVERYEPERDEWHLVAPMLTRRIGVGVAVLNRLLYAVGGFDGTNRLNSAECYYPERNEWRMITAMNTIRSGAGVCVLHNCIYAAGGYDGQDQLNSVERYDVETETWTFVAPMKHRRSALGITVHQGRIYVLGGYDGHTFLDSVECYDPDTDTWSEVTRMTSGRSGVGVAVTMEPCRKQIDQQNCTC
SR-BI DiI-HDL act = activators of SR-BI mediated DiI-HDL uptake, primary screen, ldlA[mSR-BI] CHO cells, DiI fluorescence | 3 h; 100 = double the neutral-control signal | activation, % at 12.5 µM | hit rate 0.096% among 320,000 | AID 504775, 2011;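 active = mean replicate activation of at least 60% and every replicate at or above 60%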;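 also: 0% = median plate neutral-control signal and 100% = twice that signal; values of inactives mirror those of a sister screen read the other way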
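Test system: SR-BI-overexpressing, LDLR-lacking CHO cells. Measured by: DiI fluorescence, bottom read. Medium: Ham's F12 with 0.5% BSA, HEPES 25 mM, pH 7.4. Timing: 3 h uptake period with compound, 37 °C.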
* = called active by the depositor; x = not tested or not shown.

SMILES	SR-BI HDL uptake	DAGLB inhibitor	PvdQ acylase	LANA DNA inh	RTF Ca sens inh	Arr AP2 block	NSD2 HMT inh	PKA-R2B activ	Keap1 Nrf2 FP	SR-BI DiI-HDL act
CCOC(=O)C1=C(C)N=c2s/c(=C\c3ccc(C(=O)O)cc3)c(=O)n2C1c1ccc(F)cc1 (centres undefined)	-1	0	6	-0.3	6	4	13	-4	1	1
Cn1c(N)c(C(=O)COC(=O)c2ccccn2)c(=O)n(C)c1=O	-2	1	-7	-1.3	-6	-4	0	9	-5	2
Cc1ccc2c(c1)cc(CN(Cc1cccnc1)C(=O)c1ccccc1)c1nnnn12	-9	0	-8	-1.5	-4	-6	3	10	-3	9
C/C(=N\N=C(/N)SC1CC(=O)N(c2cccc(Cl)c2)C1=O)c1cccs1 (centres undefined)	68	2	-11	1.7	-2	-6	2	-17	-1	-68
O=C(NCCN1C(=O)S/C(=C\c2ccc(Cl)cc2)C1=O)C1=COCCO1	0	1	-2	6.0	3	-26	-2	1	-2	0
CC1CC(C)CN(S(=O)(=O)c2cc3c(cc2Cl)NC(=O)CO3)C1 (centres undefined)	-19	-4	-19	-1.4	7	3	x	-8	0	19
c1ccc2c(c1)nnn2Cc1nnc2sc(-c3ccncc3)nn12	3	-1	-11	-0.8	-4	7	1	5	-3	-3
CC1CC(C(F)(F)F)n2ncc(C(=O)O)c2N1 (centres undefined)	-7	0	11	0.1	1	-5	0	5	-2	7
Cc1cc(C)cc(N(CC(=O)NCC2CCCO2)C(=O)CCC(=O)Nc2nccs2)c1 (centres undefined)	-34	3	-3	0.2	1	-6	33	3	-4	34
Cc1c(Cl)cnc(NC(=O)COC(=O)Cc2coc3ccc4ccccc4c23)c1Cl	17	-6	-12	2.5	-4	-9	-1	9	1	-17
O=C(CN1CCN(C(=O)C2CCCO2)CC1)Nc1ccc(Cl)cc1 (centres undefined)	-14	2	-12	-0.1	-7	-10	1	3	0	14
Cn1nc(C(F)(F)F)c(-c2ccccc2)c1N	4	0	-8	-0.6	0	-7	-2	-4	-5	-4
COc1cc(C)c(Cl)cc1S(=O)(=O)NCc1ccco1	-28	-1	-9	-2.9	-11	-6	1	-4	-1	28
COc1cccc(NC(=O)CNC(=O)Cn2cnc3sc4c(c3c2=O)CCCC4)c1	4	-1	-9	0.3	0	1	-1	-3	-4	-4
CCOC(=O)C1CCCN(C(=O)c2cc(CN3C(=O)c4ccccc4C3=O)ccc2OC)C1 (centres undefined)	-40	-7	1	1.3	-1	10	0	-10	-6	40
COC(=O)c1ccccc1NC(=O)Nc1cnccn1	5	1	-8	-1.0	-6	7	-3	0	-5	-5
Cc1cc(N2CCC(C)CC2)nc2cccc(O)c12	17	1	-15	0.1	-11	3	x	-2	3	-17
Cn1ccnc1SCC(=O)Nc1ccccc1	-10	5	1	3.4	-7	9	1	-3	4	10
Cc1nc(NCc2ccco2)c2c(C)c(C)sc2n1	-35	-2	0	-0.5	-8	4	-6	8	-6	35
O=C(NCc1csc(-c2cccs2)n1)c1cccc(Cl)c1	3	-3	-7	-0.2	-6	0	-5	-7	-4	-3

Some of these compounds in order of length of the SMILES, high to low:
SMILES	SR-BI HDL uptake	DAGLB inhibitor	PvdQ acylase	LANA DNA inh	RTF Ca sens inh	Arr AP2 block	NSD2 HMT inh	PKA-R2B activ	Keap1 Nrf2 FP	SR-BI DiI-HDL act
CCOC(=O)C1CCCN(C(=O)c2cc(CN3C(=O)c4ccccc4C3=O)ccc2OC)C1 (centres undefined)	-40	-7	1	1.3	-1	10	0	-10	-6	40
Cc1ccc2c(c1)cc(CN(Cc1cccnc1)C(=O)c1ccccc1)c1nnnn12	-9	0	-8	-1.5	-4	-6	3	10	-3	9
COc1cccc(NC(=O)CNC(=O)Cn2cnc3sc4c(c3c2=O)CCCC4)c1	4	-1	-9	0.3	0	1	-1	-3	-4	-4
c1ccc2c(c1)nnn2Cc1nnc2sc(-c3ccncc3)nn12	3	-1	-11	-0.8	-4	7	1	5	-3	-3

Next section.
SMILES	SR-BI HDL uptake	DAGLB inhibitor	PvdQ acylase	LANA DNA inh	RTF Ca sens inh	Arr AP2 block	NSD2 HMT inh	PKA-R2B activ	Keap1 Nrf2 FP	SR-BI DiI-HDL act
Cc1cc(C(=O)N2CCN(C/C=C/c3ccccc3)CC2)cs1	14	2	-13	-1.6	-8	9	x	-12	2	-14
Cc1cc(=O)[nH]c(SCC(=O)Nc2cc(S(=O)(=O)N(C)C)ccc2Cl)n1	-9	1	-11	0.7	-7	-31	-1	2	-2	9
O=c1c2ccccc2oc2cc(-c3ccc(CN4CCOCC4)cc3)ccc12	20	-10	-3	-0.4	6	0	x	-8	-5	-20
COC(=O)c1cc(C)sc1NC(=O)C1CC=CCC1C(=O)O (centres undefined)	-22	0	-9	-1.8	-4	0	1	-4	1	22
COc1ccccc1OP(=O)(O)Oc1ccccc1OC	-35	1	-16	-0.3	8	7	-3	-6	-2	35
CC(C)(C)NC(=O)CN(C(=O)CS(=O)CC(=O)Nc1ccc(F)cc1)c1ccc2c(c1)OCCO2 (centres undefined)	-30	2	-8	0.7	-4	40	0	-8	1	30
O=C(O)c1ccc(CSc2nnc(COc3ccc(Cl)cc3Cl)o2)cc1	7	2	-9	0.2	-9	-3	x	-10	-1	-7
C/C(=N\NC(=O)C(=O)Nc1cc(Cl)ccc1Cl)c1ccncc1	22	-2	-4	-0.2	-8	9	16	-5	1	-22
Clc1ccccc1Cn1nnc2ccccc21	0	-2	4	-1.8	1	-1	1	-2	-1	0
O=C(Nc1ccc(Cl)cc1)c1ccc2c(=O)n3c(nc2c1)CCCCC3	31	2	-13	-0.3	-2	33	x	6	3	-31
CC(OC(=O)CCN=C1NS(=O)(=O)c2ccccc21)C(=O)Nc1ccc(F)cc1Cl (centres undefined)	-10	0	-9	0.0	-18	0	-6	-16	-1	10
Cc1ccc(CNC(=O)c2csc3c2CCCCC3)cc1	3	-11	0	-0.2	10	13	-3	0	2	-3
N#Cc1ccc(C(=O)CN2CCN(c3ccccc3)CC2)cc1	11	-2	-11	0.4	8	4	4	3	4	-11
CCOC(=O)C(C(=O)Nc1cccc(C)c1)C1CCCCC1 (centres undefined)	59	-8	-3	-0.2	0	-12	-3	-7	-2	-59
C=CCC1c2cccc(C(=O)OC)c2C(=O)N1c1ccccc1 (centres undefined)	0	0	3	1.2	1	12	-3	4	0	0
CCC1CCCCN1S(=O)(=O)c1ccc(NC(=O)c2cccs2)cc1 (centres undefined)	33	-4	-4	-1.2	-6	13	1	-1	-1	-33
CCCCCN1C(=O)/C(=C/c2c(N3CCc4ccccc4C3)nc3ccccn3c2=O)SC1=S	11	-4	5	1.7	-17	33	0	1	-5	-11
Cc1ccccc1Cn1nc(C)c(NC(=O)/C=C/c2cnn(C)c2C)c1C	-8	2	2	3.2	-8	13	-1	-4	2	8
Cc1ccc(SC(C)C(=O)NCc2cccnc2)cc1 (centres undefined)	4	0	-2	1.0	-9	9	-4	16	4	-4
COC(=O)C1=C(C)N(c2cccc(C(C)=O)c2)C(=O)C1	-20	-1	6	0.6	5	23	2	8	-5	20
Cc1ccc(C(=O)/C=C/C(=O)O)cc1	-15	-1	17	-0.3	-12	5	9	-5	-18	15
Cc1ccc(NC(=O)COC(=O)Cc2ccsc2)cc1S(=O)(=O)N(C)C	-12	-1	-9	-1.1	-15	6	-3	5	-2	12
N/C(=N\OC(=O)COc1ccc(Cl)cc1Br)c1ccncc1	9	-1	-11	-1.5	-24	-8	-1	-13	-2	-9
Fc1ccc(Oc2nnnn2-c2ccccc2)cc1	-3	-2	13	-2.4	2	1	-3	4	-3	3
C/C(=N/NC(=O)c1ccco1)c1cccc(NC(=O)c2ccc(C)o2)c1	7	1	0	-0.5	2	6	-2	-7	3	-7
CCOC(=O)c1c(NC(=O)CN2CCN(S(=O)(=O)c3cc(Cl)ccc3Cl)CC2)sc(C(=O)N(C)C)c1C	46	-1	-13	17	-5	-17	-1	-5	27*	-46
CC(C(=O)NC(N)=O)N1C(=O)NC(c2ccccc2)(c2ccccc2)C1=O (centres undefined)	x	1	-7	0.0	-42	-6	10	-4	-4	x
CN(CC(=O)Nc1ccccc1Cl)C(=O)CSc1nncs1	-8	-2	0	1.4	-15	-3	-1	-3	-8	8
c1ccc2[nH]c(NC3=NCCC3)nc2c1	-3	-2	-10	0.3	-10	-1	1	6	-5	3
CC1CCCCC1NC(=O)COc1ccc(C#N)cc1 (centres undefined)	-12	4	-7	0.2	3	21	-1	-8	3	12
Cc1cc(C)c2c(C)nn(C3CCCCC3)c2n1	-3	-1	12	-1.2	-3	3	4	-2	0	3
COc1ccc(C=Nc2ccc3[nH]ncc3c2)c(O)c1	5	-1	-11	1.1	-1	-1	-5	0	-3	-5
O=C(c1ccc(OC2CCN(CCc3ccccc3)CC2)cc1)N1CCC[C@H]1CO	5	3	-6	-0.4	-14	12	5	6	-6	-5
COc1ccc(OC)c(-c2cc(C(=O)Nc3ccc(F)cc3F)no2)c1	51	-1	-11	-0.5	4	-6	x	4	-1	-51
CC(=O)Nc1ccc2nc(NC(=O)COc3cccc(C)c3)sc2c1	13	-2	-4	0.2	0	6	-1	1	0	-13
O=C(NNC(=S)Nc1ccc(Br)cc1Cl)c1ccncc1	-9	12	3	3.6	9	3	8	-10	-1	9
COc1ccc(C2CC(c3ccc(C(F)(F)F)cc3)=NN2c2ccc(S(N)(=O)=O)cc2)cc1 (centres undefined)	39	1	-18	-1.3	-2	-5	x	-10	-3	-39
CCOc1ccc2nc(NCCNC(=O)C(C)C)c(C)cc2c1	25	0	-1	0.8	1	21	-1	-2	0	-25
C=CCn1c(N)cc(=O)nc1SC(C)C(=O)Nc1ccc(C(=O)OCC)cc1 (centres undefined)	35	-2	0	-1.9	6	2	-3	-4	5	-35
CCOC(=O)C(C)n1nc(C)c2sc3ccccc3c2c1=O (centres undefined)	1	-3	-13	0.4	-2	2	-8	2	0	-1
O=C(CN1C(=O)c2ccccc2C1=O)NCC(=O)Nc1ccccc1	-34	0	6	-1.4	5	-4	-1	-7	0	34
COc1cccc(CC(=O)OCC(=O)NC(=O)c2ccc(OC(F)F)cc2)c1	-4	-1	-10	1.2	0	-10	-1	-3	2	4

Random draw from the library; overall some 2.1% were active at least once.
